Screening data from PubChem BioAssay.
HSP90 inh: HSP90 inhibitors, primary screen, cell lysate, luminescence. AID 1789, 2009. 0.91% of 290,000 active. Rabbit reticulocyte lysate, luciferase refolding luminescence, 3 h. inhibition, % at 5.6 µM;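 active = inhibition above the screen-wide mean plus 3 SD, computed separately per campaign, cut at about 16% in these data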;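 note: 0% = DMSO wells and 100% = 60 µM geldanamycin wells; inhibitors lower the luminescence because luciferase stays unfolded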
HSF1 activator: HSF-1 activators, primary screen, NIH3T3-HGL cells, MG132 stress, luminescence, single point. NIH3T3-HGL HSF-1 luciferase reporter, 8 h; 100% = twice DMSO control signal. activation, % at 9 µM. 1.7% of 300,000 active. AID 504408, 2011;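 active = mean replicate activation of at least 50% with a set share of replicates each reaching 50%; inconclusive = only one of those two conditions met; inactive = mean below 50% and too few replicates reaching it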;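 note: 0% = median of the neutral control wells and 100% = twice that signal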
aSyn UTR inh: MLPCN primary screen, SNCA 5' untranslated region | alpha-synuclein 5'UTR reporter, inhibitor activity | inhibition, % (tested at 7.5 µM) | 0.82% of 300,000 active; in the data active = inhibition above about 60%; inconclusive = no clear call, values can overlap the other calls;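 note: H4 neuroglioblastoma cells stably carrying SNCA 5'UTR luciferase fusion; 0% = DMSO wells and 100% = positive control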
AI-2 QS modul: Vibrio harveyi AI-2 quorum sensing modulators, primary screen, JMH597 strain, luminescence/OD600 ratio; Vibrio harveyi JMH597 AI-2 luminescence/OD600 ratio, 9 h; active compounds read low; strain lacks LuxN and CqsS sensors; 0 = neutral-control median; activity change, % at 7.5 µM; 0.4% of 300,000 active; in the data active = activity change below about -75%, passing the limit was not always enough; inconclusive = no clear call, values can overlap the other calls;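 note: luminescence divided by OD600 gain over 9 h not by final OD600 alone; inactives centre near 13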
HIF activator: HIF pathway transcriptional activators, primary screen, cell-based, U2OS HRE-luciferase, luminescence | 0.32% of 300,000 active | activation, % at 7.5 µM (by protocol) | U2OS HRE-luciferase reporter; normalized: DMSO 0%, desferrioxamine 100%;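 active = mean activation of at least 10% of the iron chelator positive control signal, with at least half of replicates also reaching 10%; inconclusive = mean and replicate majority disagree about reaching 10%; inactive = mean and most replicates under 10%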
IEC-6 tox: cytotoxicity in IEC-6 intestinal epithelial cells, primary screen, cytotoxicity control for KLF5 inhibitor project, cell-based, luminescence; inhibition, % at 5 µM; IEC-6 cytotoxicity, luminescence viability; 0.78% of 290,000 active; in the data active = inhibition above about 22%;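 note: 0% = plate median of test compound wells and 100% = cytotoxic reference compound wells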
SKKanGAS inh: S. pyogenes SKKanGAS growth inhibitors in kanamycin, primary screen, streptokinase expression inhibitor project, SKKanGAS strain, BacTiter-Glo luminescence; inhibition, % at 7.5 µM; 1.3% of 300,000 active; AID 1662, 2009; 6 h;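 active = mean replicate score, as percent of positive control median, at least 50; inconclusive = mean below 50 but one replicate at or above 50; inactive = mean and every replicate below 50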;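 note: strain carries kanamycin resistance gene driven by streptokinase promoter and grows in 40 µg/ml kanamycin; loss of luminescence reflects streptokinase promoter inhibition or plain growth inhibition; 0% = median of DMSO wells and 100% = positive control at its reference dose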
Platelet DG rel: inhibitors of platelet dense granule secretion, primary screen, cell-based, MLPCN, human platelets | human platelet-rich plasma, SFLLRN dense granule ATP release, luminescence | inhibition, %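 (compounds screened at 7.5 µM in platelet-rich plasma)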 | 0.22% of 300,000 active | AID 1663, 2009;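 active = mean replicate score, as percent of positive control, at or above 50; inconclusive = mean below 50 but at least one replicate at or above 50; inactive = mean and every replicate below 50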
HSF1 inh: HSF1 inhibitors in luciferase reporter cells, primary screen, cell-based, NIH3T3, luminescence; activity change, negative = inhibition, % at 7.5 µM (by protocol); NIH3T3-HGL HSE-luciferase, MG132-induced, luminescence 8 h; active compounds read low; AID 2098, 2009; 0.77% of 300,000 active;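 active = more than half of replicate wells show activity change below -50%, luminescence cut by over half; inconclusive = some wells, but at most half, below -50%; inactive = no replicate well below -50%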;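 note: luciferase reports HSF-1 transcriptional activity via heat shock element; 0% = median of DMSO wells and -100% = zero luminescence signal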
KLF5 inhibitor: KLF5 expression inhibitors, primary screen, DLD-1 cells, luminescence. AID 1700, 2009. inhibition, % at 5 µM. DLD-1 KLF5 promoter-luciferase reporter. 0.23% of 290,000 active;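 active = inhibition above a per-plate limit of that plate's mean compound inhibition plus 3 SD, cut at about 60% in these data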;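 note: 0% = DMSO wells and 100% = LY294002 at 200 µM; higher means less KLF5 promoter-driven luciferase light; inactives centre near -14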
Active calls of the source: *; u = inconclusive; x = not tested or not shown.

SMILES	HSP90 inh	HSF1 activator	aSyn UTR inh	AI-2 QS modul	HIF activator	IEC-6 tox	SKKanGAS inh	Platelet DG rel	HSF1 inh	KLF5 inhibitor
CCC(CC)COC(=O)C1=C(C)NC(=O)NC1c1ccc(N(C)C)cc1 (stereo not given)	-1	-2	19	10	-1.3	-2	-4	1	-1	-25
COc1ccccc1CCNC(=O)c1cnccn1	-2	-16	-21	21	0.3	-2	-3	8	-3	-11
O=C(NCCCN1CCCCC1)C1(S(=O)(=O)c2ccc(Cl)cc2)CC1	-1	-6	-1	12	-0.2	-4	-4	7	1	-67
CC(NC(=O)c1ccccc1)C(c1cccs1)N1CCOCC1 (stereo not given)	-1	-3	1	9	-0.2	-5	-5	22	-9	-22
CCCNC(=O)Cn1c(=O)/c(=C\c2ccc(-c3cccc([N+](=O)[O-])c3)o2)s/c1=C\C(=O)C(C)(C)C	0	-11	-12	15	0.2	-3	23	4	-1	0
Cc1ccc(/C=N/NC(=O)c2cccc(S(=O)(=O)Nc3cccc(Cl)c3)c2)o1	9	-13	0	18	-0.3	4	3	11	-8	-8
Cc1cc(C)n(CC2CC(=O)N(c3ccccc3)C2=O)n1 (stereo not given)	-4	x	x	31	x	-2	-1	x	x	-4
CC(C)CNC(=O)Nc1ccccc1F	2	-3	1	5	0.0	-2	2	3	-1	-39
O=C(c1ccc2nc(N3CCOCC3)sc2c1)N1CCN(C(=O)c2ccco2)CC1	0	12	-5	38	-0.3	-2	-1	5	1	3
COc1ccccc1/C=N/NC(=O)CO	-2	-5	-24	6	-0.5	-5	1	8	-5	-28
CC1CCN(S(=O)(=O)c2ccc3c(c2)CC(C)N3C(=O)C2CCC2)CC1 (stereo not given)	-1	-9	26	16	-0.3	7	-5	-1	-6	-11
O=C1CC(c2ccc3c(c2)OCO3)Sc2nc3ccccc3n21 (stereo not given)	47*	x	-160	6	-0.6	-2	1	-1	x	-35
COC(=O)CNC(=O)c1cc(-c2ccncc2)nc2ccccc12	2	17	-2	x	1.4	1	-14	6	2	2
N#C/C(=C\c1cccs1)C(=O)NCC1CCCO1 (stereo not given)	0	11	-66	7	4.1	0	10	1	0	-14
COc1ccc(CCNC(=O)c2c(O)c3ccccc3[nH]c2=O)cc1	1	22	-6	0	2.4	-1	5	1	6	-13
COc1ccc(CNC(=O)c2ccccc2SCC(=O)N2CCCC2)cc1OC	x	-1	-19	20	0.6	x	-3	x	3	x
COc1ccc(CCN2C(=O)CC(N3CCN(S(=O)(=O)c4ccccc4)CC3)C2=O)cc1 (stereo not given)	0	-38	21	20	-0.4	-6	-1	-2	-27	-19
COc1cc(SC)ccc1C(=O)NCCc1ccccc1	-6	46	-58	47	u	-3	-2	4	38	-137
CCCCOc1ccc(Cn2c(=O)oc3ccccc32)cc1	1	8	-9	8	-19	-6	3	-2	7	-17
CCC(C(=O)N1CCc2ccccc2C1)n1nc(C)n2c(cc3occc32)c1=O (stereo not given)	8	4	5	31	0.2	1	-16	-6	8	-6
COc1cccc(C(=O)N/N=c2\sc3ccccc3n2C)c1	5	81*	-43	-4	1.6	0	-1	15	44	-40
O=C(O)CCc1ccc(-c2ccccc2)n1Cc1ccco1	0	1	-5	-7	-2.0	-1	0	2	-2	-15
O=C(Nc1ccc2nc3n(c(=O)c2c1)CCCC3)c1ccc(Cl)nc1	x	4	-8	20	0.2	x	-4	22	3	x
COc1ccc(-c2ccnc3c(C(=O)O)cnn23)cc1	1	13	8	17	-0.1	-4	5	11	5	-7
Cc1ccc(S(=O)(=O)Cc2ccc(C(=O)N3CCC(C(N)=O)CC3)o2)cc1	7	15	14	4	-0.9	-3	-8	-7	9	-19
Cc1ccc(Nc2c([N+](=O)[O-])ccc3nonc23)cc1C	-1	4	22	-2	0.3	-8	9	3	2	-46
CN(C)C1=NCC(CSC(=N)N)S1 (stereo not given)	-5	-13	17	38	0.5	2	x	2	-10	-9
CNc1nc(C)nc(N/N=C/c2ccccc2)n1	-1	12	-32	7	0.2	0	20	-3	4	-24
Cc1ccc(C(=O)O/N=C2\CCSc3ccc(C)cc32)cc1	0	11	-33	-6	0.4	3	13	0	2	-6
O=C(NC(=S)NNC(=O)c1ccccc1O)c1ccccc1	-3	-21	-3	38	-0.5	1	93*	-10	-5	-12
Cc1ccc(C)c2sc(N3CCN(C(=O)c4ccc([N+](=O)[O-])o4)CC3)nc12	x	17	-24	46	0.1	x	65*	13	12	x
Cc1cccc(N2C(=O)N3[C@H](c4ccc(Cl)cc4)[C@@H]4C(=O)N(C5CCCCC5)C(=O)[C@@H]4[C@]3(Cc3ccc(Cl)cc3)C2=O)c1	2	-6	10	25	-1.2	-1	-2	4	7	-24
COc1cc(C2NC(=O)NC(c3ccccc3)=C2C(C)=O)ccc1OCC(=O)O (stereo not given)	1	-22	-8	20	-0.2	-4	6	11	-1	10
O=C(CN(CCc1ccccc1)S(=O)(=O)c1ccc(Br)cc1)N/N=C/c1ccc2c(c1)OCO2	5	8	-3	12	0.3	1	5	20	2	-2
Cc1ccc(N(CC(=O)Nc2ccccc2C(=O)NCc2ccco2)S(=O)(=O)c2ccccc2)cc1C	2	x	x	27	x	-4	8	x	x	2
NC(=O)NC(=O)COC(=O)c1ccc2c(c1)C(=O)N(Cc1ccccc1)C2=O	1	-10	-1	-8	-0.3	-6	-5	u	-1	-19
O=C1OCCC1Sc1nnc(-c2ccco2)o1 (stereo not given)	-1	-15	3	4	-0.3	2	16	-5	-10	-3
CC(=O)c1cc(F)c(N2CCN(C(=O)COc3ccc(F)cc3)CC2)cc1C	3	19	-10	23	0.1	1	2	-3	14	-4
Cc1ccc(-n2nnc(-c3cnc4ccccc4c3)n2)cc1	7	-1	39	13	1.7	-1	4	-1	10	-68
COC(=O)c1ccc(S(=O)(=O)N2CCOCC2)o1	-1	-18	-7	3	-0.6	4	-1	-34	3	-18
O=C(Nc1cc(Sc2ccccn2)cc([N+](=O)[O-])c1)c1ccc(Cl)cc1	-6	-6	-37	31	0.9	1	38	-7	6	-37
Cc1ccc2nc(SCC(=O)NC(=O)NCc3ccco3)[nH]c2c1	-2	7	-3	-6	0.3	10	-1	-1	1	22
CCc1c(C#N)c(SCCC(=O)Nc2ccc(F)cc2)nc2c1C(=O)CC(C)(C)C2	-2	24	0	17	0.0	-1	31	-1	5	-34
Cc1c(C(N)=O)sc2nc(-c3ccccc3)cn12	-3	17	-105	22	1.0	-7	-7	0	5	-49
Fc1ccc(C(c2nnnn2Cc2cccs2)N2CCN(C3CCCCC3)CC2)cc1 (stereo not given)	2	-36	-15	10	1.1	4	3	5	-21	-7
S=C(c1ccccc1)N1CCCC1	-5	1	5	13	-0.4	-3	-2	-2	-4	-13
CCN(CC(=O)Nc1ccc(NC(C)=O)cc1)C(=O)CCCOc1cccc(C)c1	x	-6	2	31	1.2	x	-5	-1	2	x
CCOC(=O)COc1ccc(S(=O)(=O)NC2CC2)cc1	-5	-3	-9	18	-2.0	-8	-2	-5	6	-11
CCOC(=O)c1nnc(-c2cccs2)nc1NC(C)C	3	14	-24	60	0.0	1	-9	-4	3	4
CCN(CC)CCOC(=O)c1ccc(N/C=C(/C#N)c2nc(-c3ccc(OC)c(OC)c3)cs2)cc1	7	4	2	12	-0.4	-5	34	-23	-10	1
Cc1occc1C(=O)N/N=C/c1ccccc1[N+](=O)[O-]	1	11	-121	6	2.7	3	10	-4	4	-105
O=C(O)c1cccc(S(=O)(=O)Nc2cc(Cl)ccc2Cl)c1	0	-1	12	29	-0.3	-6	4	4	-1	-8
CCOc1ccccc1NC(=O)c1ccc(C(=O)Nc2ccccc2OCC)nc1	-3	-11	19	12	-1.2	-4	1	-1	0	5
OCC1CCCN(C(=S)Nc2ccc(OC(F)F)cc2)C1 (stereo not given)	2	16	-59	38	1.0	-11	-1	-2	9	-52
CCOC(=O)C1C(=O)NC(c2ccccc2)=NC1c1ccc(C(C)C)cc1 (stereo not given)	-2	8	0	11	0.1	2	1	8	7	-18
O=C(CN1CCOCC1)Nc1nc2ccc(F)cc2s1	-1	-2	-23	15	0.7	0	-2	-5	4	-37
O=C(Nc1ccccn1)C(NS(=O)(=O)c1cccc2nsnc12)c1ccccc1 (stereo not given)	4	-1	15	21	-0.2	3	-5	1	0	-31
COc1ccc(C(=O)NCC(=O)OCC(=O)N(C)c2ccccc2)cc1	-4	0	9	6	-0.2	-1	-3	0	1	-24
O=C(NCc1cccc(Cl)c1)N1CCN(S(=O)(=O)c2ccccc2F)CC1	-2	-15	1	11	-0.1	0	1	14	-10	15
CCOC(=O)CNc1ncnc2nc[nH]c12	7	35	-3	2	-0.2	-1	1	-14	8	6

New compounds follow:
SMILES	HSP90 inh	HSF1 activator	aSyn UTR inh	AI-2 QS modul	HIF activator	IEC-6 tox	SKKanGAS inh	Platelet DG rel	HSF1 inh	KLF5 inhibitor
CC(NC(=S)NC1CCCCC1)C(c1cccs1)N1CCOCC1 (stereo not given)	0	-1	8	10	0.2	-6	9	0	3	-11
CCOC(=O)COc1ccc2c(c1)C(=O)CC1(CCN(C(C)=O)CC1)O2	3	-6	-18	33	-0.1	5	-3	0	-1	10
CC(=O)Nc1ccc(N=Cc2ccc[nH]2)cc1	7	x	-9	55	0.3	-8	x	-13	x	-26
COCCCNC(=O)CCC(=O)Nc1ccc2nc(N3CCOCC3)cc(C)c2c1	-2	1	-86	21	0.4	-3	-2	18	-6	-20
CN(C)c1cccc(C(=O)N2CCCC(C(=O)c3cc(F)ccc3F)C2)c1 (stereo not given)	1	-1	10	-2	-0.1	-1	9	6	-2	-9
Cc1cc(NCCCn2ccnc2)n2c(nc3ccccc32)c1C#N	0	0	-12	13	0.4	0	-8	-54	-6	-17
Cc1nnc(Sc2nc3c(c(=O)[nH]c(=O)n3C)n2Cc2ccccc2)s1	x	-9	1	2	-0.1	x	-3	8	-2	x
O=C(c1ccc2ccccc2c1)C1CCCN(C(=O)c2noc3c2CCCC3)C1 (stereo not given)	0	12	8	21	-0.1	2	7	9	-6	-15
Cc1ccc(-n2cc(CNCC3CC(=O)N(C4CC4)C3)c(-c3cccc(C)c3)n2)cc1 (stereo not given)	1	15	13	-16	-0.1	8	-4	2	8	-29
CCOC(=O)C1=C(C)NC(=O)NC1c1ccc(OCC(=O)Nc2ccccc2)c(OC)c1 (stereo not given)	-1	3	-4	32	0.2	-4	-4	16	-2	0
Cc1ccc(-c2noc(-c3cccs3)n2)cc1	4	30	-38	4	x	6	-15	9	11	-22
